Kir21 block: Kir2.1 (mouse) channel inhibition; HEK293-Kir2.1, FluxOR thallium flux fluorescence; active compounds read low; B-score at 10 µM; hit rate 0.85% among 310,000;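 active means fluorescence ratio B-score at or below minus 3 SD of library scores, with starting-brightness B-score within 2 SD, cut at about -4.2 in these data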;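 further: channel flux triggered by added potassium and thallium sulfate stimulus; B-score of peak minus minimum fluorescence over baseline after thallium stimulus; more negative B-score means stronger Kir2.1 block with less thallium influx; some compounds called inactive have numbers as strong as hits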
KCNQ2 block: KCNQ2 channel blockers in CHO-K1 cells – cell-based, FluxOR thallium flux, B-score, primary screen (AID 2156) | O88943 | 20 min; active compounds read low | B-score at 10 µM | hit rate 1.1% among 310,000;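 active means fluorescence ratio B-score at most minus 3 library SDs, with starting brightness B-score within 2 library SDs, cut at about -5.5 in these data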
Target sequence (O88943 whole entry, looked up): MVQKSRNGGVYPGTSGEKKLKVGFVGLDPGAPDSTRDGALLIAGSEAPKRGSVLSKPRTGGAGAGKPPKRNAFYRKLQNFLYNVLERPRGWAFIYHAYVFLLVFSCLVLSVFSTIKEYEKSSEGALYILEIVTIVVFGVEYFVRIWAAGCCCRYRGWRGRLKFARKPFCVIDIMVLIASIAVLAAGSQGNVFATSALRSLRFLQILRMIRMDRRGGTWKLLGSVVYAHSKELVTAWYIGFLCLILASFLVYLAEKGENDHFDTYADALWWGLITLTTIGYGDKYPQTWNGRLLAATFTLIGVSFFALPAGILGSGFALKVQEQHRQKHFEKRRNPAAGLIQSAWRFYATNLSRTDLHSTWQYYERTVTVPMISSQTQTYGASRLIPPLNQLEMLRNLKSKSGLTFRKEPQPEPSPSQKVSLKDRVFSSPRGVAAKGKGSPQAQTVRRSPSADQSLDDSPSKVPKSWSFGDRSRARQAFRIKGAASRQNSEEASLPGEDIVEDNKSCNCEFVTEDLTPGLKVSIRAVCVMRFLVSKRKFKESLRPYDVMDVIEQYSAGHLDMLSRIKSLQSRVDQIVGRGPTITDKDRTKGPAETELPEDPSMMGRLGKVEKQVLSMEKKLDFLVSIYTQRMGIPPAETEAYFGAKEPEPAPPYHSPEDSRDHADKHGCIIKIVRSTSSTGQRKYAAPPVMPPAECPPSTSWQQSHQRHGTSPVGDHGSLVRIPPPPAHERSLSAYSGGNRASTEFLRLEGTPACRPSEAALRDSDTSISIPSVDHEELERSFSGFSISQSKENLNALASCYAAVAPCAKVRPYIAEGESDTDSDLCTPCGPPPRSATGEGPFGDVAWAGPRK
An asterisk follows results filed as active; i = inactive.

SMILES	Kir21 block	KCNQ2 block
O=C1C=CC(O)(c2cc(=O)c3c(O)cc(O)cc3o2)C=C1	-1.3	i
CCCCNC(=O)C1CC(c2cccc([N+](=O)[O-])c2)=NO1 (stereo not drawn)	0.85	i
CCOC(=O)c1c(C)[nH]c(C(=O)COC(=O)c2ccncc2)c1C	-1.2	i
Cc1ccc(OCCCCNC2CCCCC2)c(C)c1	-3.8	i
Cc1ccc(C(=O)Nc2nc(COc3ccccc3)cs2)s1	-0.56	i
CCCc1nc2c(C)cc(C)cc2c(N)c1CC	1.1	i
CCCCCCOC(=O)C(C#N)c1nc2ccccc2nc1N1CCN(CC)CC1 (stereo not drawn)	1.2	i
CC(C)[C@H]1C(=O)Nc2ccccc2N1C(=O)N[C@@H](Cc1ccccc1)C(=O)N[C@H](Cc1ccccc1)C(=O)O	0.81	i
C=CCN1C(=O)C(C)NC1=S (stereo not drawn)	-0.49	i
Cc1sc2ncn(CC(=O)Nc3c(F)cccc3F)c(=O)c2c1S(=O)(=O)N1CCC(C)CC1	0.8	i
Cc1cc(NS(=O)(=O)c2ccc(NC(=O)c3ccc([N+](=O)[O-])c(Cl)c3)cc2)no1	-0.04	i
CCC(=O)N=c1sc2cc([N+](=O)[O-])ccc2n1CCOC	-1.9	i
CCCc1cc(=O)oc2cc(OCC(=O)NCCc3c[nH]c4ccc(OC)cc34)ccc12	0.83	i
O=C(c1cc2cc(Br)ccc2o1)N1CCCCC1	0.37	i
Cc1c(C(=O)N2CCC(N3CCSCC3)CC2)oc2c(F)cccc12	-1.3	i
COc1ccc(Nc2nnc(SCC(=O)/C=C3/N(C)c4ccccc4C3(C)C)s2)cc1	1.1	i
O=C1NN(c2ccccc2)C(=O)/C1=C\c1coc2ccc(O)cc2c1=O	0.09	-5.7*
COC(=O)c1ccc(Cl)c(NC(=O)CN(c2ccc(OC)c(OC)c2)S(C)(=O)=O)c1	-0.04	i
Cc1ccc(-n2nnnc2SCCNS(=O)(=O)c2ccccc2)cc1C	0.64	i
Cc1cc(NC(=O)CSc2nnc3c(C)cc4cc(C)c(C)cc4n23)no1	1.5	i
Nc1ccc2oc3ncccc3c(=O)c2c1	-0.63	i
CCOc1ccc2nc(SCC)[nH]c2c1	-0.04	i
COc1ccc(NC(=O)CSc2nc(N)c(NC(=O)c3ccccc3F)c(=O)[nH]2)cc1	-0.77	i
COc1ccc(CCC(=O)N2CCN(c3cccc(C)c3C)CC2)cc1	-2.1	i
CCOC(=O)c1c(N)sc(C(=O)N2CCCC2)c1C	-1.5	i
CC(C)Oc1ccc(/C=N/NC(=O)C(CSCc2ccccc2)NC(=O)c2ccc([N+](=O)[O-])cc2)cc1 (stereo not drawn)	-0.51	i
CCOC(=O)CC(N)c1ccc(OC)cc1 (stereo not drawn)	1.4	i
CCN(Cc1ccccc1)C(=O)c1c[nH]c2ccc(S(=O)(=O)N(C)CCC#N)cc2c1=O	-0.05	i
CCOC(=O)c1ccc(NC(=O)c2nccnc2C(=O)O)cc1	2.1	i
Cc1ccccc1NC(=S)NNC(=O)c1ccncc1	-1.5	i

Compound profiles, from the list above. Order of values: Kir21 block	KCNQ2 block
CCCCNC(=O)C1CC(c2cccc([N+](=O)[O-])c2)=NO1 (stereo not drawn) in the list: 0.85	i
Cc1cc(NC(=O)CSc2nnc3c(C)cc4cc(C)c(C)cc4n23)no1 in the list: 1.5	i
Cc1cc(NS(=O)(=O)c2ccc(NC(=O)c3ccc([N+](=O)[O-])c(Cl)c3)cc2)no1 in the list: -0.04	i

Some of the entries so far, comma-delimited.
smiles,Kir21 block,KCNQ2 block
CC(C)Oc1ccc(/C=N/NC(=O)C(CSCc2ccccc2)NC(=O)c2ccc([N+](=O)[O-])cc2)cc1 (stereo not drawn),-0.51,i
COc1ccc(CCC(=O)N2CCN(c3cccc(C)c3C)CC2)cc1,-2.1,i
Cc1ccc(-n2nnnc2SCCNS(=O)(=O)c2ccccc2)cc1C,0.64,i
Cc1ccccc1NC(=S)NNC(=O)c1ccncc1,-1.5,i

(continued)
SMILES	Kir21 block	KCNQ2 block
O=C(O)CC1(CC(=O)Nc2ccc(Oc3cccc(C(F)(F)F)c3)nc2)CCCC1	-0.34	i
COc1ccc(CCNC(=O)CSc2ccccn2)cc1OC	1.6	i
Cc1c(Cc2ccccc2)c(=O)n2c([nH]c3ccccc32)c1C#N	0.92	i
O=C(Cc1ccccc1F)Nc1ccc(Cl)nc1	0.01	i
O=C1CCc2nc3ccccc3c(=O)n2N1	-0.01	i
Cc1cccc(-c2ocnc2C(=O)Nc2ccccc2C(=O)N2CCCC2)c1	0.46	i
CCc1cc2c(N[C@@H](Cc3ccccc3)C(=O)O)ncnc2s1	0.56	i
CCOC(=O)C1=C(COC(=O)c2cccs2)NC(=O)NC1C (stereo not drawn)	-2.6	i
CCC(C(=O)NCC1CCCO1)N(C(=O)c1snc(C(N)=O)c1N)c1ccc(Cl)cc1 (stereo not drawn)	-0.26	i
CCc1nnc(NC(=O)c2ccc3c(c2)C(=O)N(CC(C)C)C3=O)s1	-1.4	i
Fc1ccccc1/C=N/Nc1nc(N2CCCCC2)nc(N2CCCCC2)n1	0.11	i
CCN(CC)c1ccc(/C=N/NC(=O)Cc2cccs2)cc1	0.14	i
CCSc1nnc(-c2ccccc2SC)o1	-0.32	i
O=C(CCC(=O)Nc1cccnc1)Nc1cccnc1	1.1	i
CCOc1ccc(C(=O)OCC(=O)N2CCOCC2)cc1OCC	-1.7	i
CCOC(=O)c1c(C)[nH]c(C)c1S(=O)(=O)N1CCC(c2ccccc2)C1 (stereo not drawn)	-3.6	i
Cc1ccc(-n2c(C)n[nH]c2=S)cc1	0.94	i
COCCCn1c(N)c(-c2nc3ccccc3n2C)c2nc3ccccc3nc21	-1	i
Clc1ccc(Cn2ccc(-c3ccc4c(c3)OCO4)n2)cc1Cl	1.9	i
Cc1ccc(/C=C/C(=O)NCc2ccco2)o1	-0.2	i
O=C(Cn1cnc2ccccc2c1=O)c1ccccc1	-2	i
O=C(/C=C/c1ccccc1)N1CCN(CCN2C(=O)c3cccc4cccc(c34)C2=O)CC1	1.3	i
COc1ccc2cc(C3(C)NC(=O)N(CC(=O)Nc4c(C)n(C)n(-c5ccccc5)c4=O)C3=O)ccc2c1 (stereo not drawn)	-0.2	i
COc1ccccc1N1CCN(S(=O)(=O)c2ccc3c4c(cccc24)C(=O)N3)CC1	-1.1	i
O=C(Nc1nccs1)c1ccccc1N=Cc1ccccc1	-1.3	i
CCCc1cc2c(=O)c(-c3cscn3)c(C(=O)OCC)oc2cc1O	-1.2	i
CC(C)C(C(=O)Nc1ccc2c(c1)OCCOCCOCCOCCO2)N1C(=O)c2ccccc2C1=O (stereo not drawn)	-1.3	i
O=C(CSc1nc2ccccc2c(=O)n1Cc1ccco1)c1ccc(F)cc1	0.88	i
O=C(CC1C(=O)NCCN1Cc1cccc(F)c1)NC1CCCCCC1 (stereo not drawn)	3	i
CC(C)CNC(=O)COC(=O)CCC(=O)c1cccs1	1.9	i
Cc1cccc(NS(=O)(=O)c2cccs2)c1	-0.56	i
Cc1cc(C)cc(OCC(=O)OCC(=O)NCc2cccs2)c1	-1.8	i
COc1ccc(/C=C/c2c([N+](=O)[O-])c(=O)n(C)c(=O)n2C)c(OC)c1OC	0.03	i
O=[n+]1c2c(n([O-])c3cc(F)c(N4CCCC4)cc31)CCCC2	-4.1	i
O=C(NC(=S)Nc1ccccc1O)c1cncc(Br)c1	0.04	i
CC(=O)c1c(C)[nH]c(C(=O)COC(=O)C2CC2)c1C	1.5	i
CC(=C/c1ccccc1)/C=N/n1c(C)n[nH]c1=S	-0.16	i
Fc1ccccc1CSc1nnc(-c2ccccc2)o1	0	i
CCN(CC(=O)Nc1ccc2c(c1)OC(F)(F)O2)Cc1nc2ccccc2c(=O)[nH]1	1.1	i
Nc1cc(N)nc(SCC(=O)N2CCc3ccccc32)n1	-1	i
CN(C)S(=O)(=O)c1cccc(NC(=S)N/N=C/C2CC=CCC2)c1 (stereo not drawn)	0.31	i
CC(=O)Nc1cccc(OCC(=O)NCCC2=CCCCC2)c1	-0.71	i
CCN(CC)C(=O)Cc1ccccc1	-1.1	i
COCCCn1c(C)c(C(C)=O)cc(NC(=O)c2ccccc2)c1=O	0.01	i
O=C1CC(c2ccccc2)CC(O)=C1C=NC1CCCC1 (stereo not drawn)	-0.08	i
Cc1cc(C)n(-c2nc3ccccc3nc2Nc2ccc(CC(=O)O)cc2)n1	0.93	i
Cc1ccc(C(=O)N/N=C/c2cccc3ccccc23)cn1	-0.27	i
c1ccc(CN2CCC(N=C3NN=C(c4ccc5c(c4)OCCO5)CS3)CC2)cc1	-1.1	i
CCOc1cccc(N2C(=O)CC(n3cnc4ccccc43)C2=O)c1 (stereo not drawn)	0.98	i
CCn1nnc(NC(=O)c2ccccc2Br)n1	-0.01	i
Cc1cc2nc(CCN(Cc3cccnc3)C(=S)Nc3ccccc3)[nH]c2cc1C	0.03	i
COc1ccc(C(=O)OCC(=O)NC2CCCC2)cc1OC	1.1	i
CCN(CC)C(=O)c1sc(NC(=O)c2ccc3c(c2)OCO3)c(C(N)=O)c1C	1.7	i
C[C@@H]1CN(Cc2nc(-c3cnccn3)no2)C[C@H](C)O1	0.21	i
CC(C)CC(NC(=O)C1CCCN1C(=O)CNC(=O)OCc1ccccc1)C(=O)O (stereo not drawn)	-1.2	i
CN(C)C1(CNC(=O)C2CCN(S(=O)(=O)c3cc(Cl)ccc3Cl)CC2)CCCCC1	-0.01	i
CN1CCN(c2ccc(NC(=O)c3ccc4ccccc4c3)cc2)CC1	-0.04	i
Cc1ccc(S[C@@H](CCN2CC[C@H](C(C)(C)C)CCC2=O)c2ccccc2)cc1	-0.9	-5.8*
CCOc1ccc(-c2cnc3ccccc3n2)cc1	1.7	i
Cc1ccc2sc(C)[n+](CCC(C)S(=O)(=O)[O-])c2c1 (stereo not drawn)	2.3	i
The listing continues:
SMILES	Kir21 block	KCNQ2 block
CN(C)c1ccc(/C=N/NC(=O)C[n+]2ccccc2)cc1	-1.3	i
NC(=O)C(c1ccccn1)c1ncc(C(F)(F)F)cc1Cl (stereo not drawn)	-0.02	i
N/C(=N\OC(=O)Cc1ccc(Cl)cc1)c1ccccn1	-0.04	i
Cc1ccnn1CCC(=O)N1CCCC(CCC(=O)NCc2ccccc2F)C1 (stereo not drawn)	0.1	i
N#C/C(=C\c1ccc(OCCN2CCOCC2)cc1)C(=O)Nc1ccc(S(N)(=O)=O)cc1	0.14	i
O=c1[nH]c(C2CCN(S(=O)(=O)c3ccccc3C(F)(F)F)CC2)nc2c1nnn2Cc1ccccc1	-1.3	i
CC(C)CN1C(=O)C(=O)N(CC(=O)NC2CCCc3ccccc32)C1=O (stereo not drawn)	0.25	i
CC(=O)c1ccc(NC(=O)CCSCCC(=O)Nc2ccc(C(C)=O)cc2)cc1	-0.55	i
CCCCC(=O)Nc1ccc(C(=O)Nc2ccc(S(=O)(=O)N3CCCC3)cc2)cc1	-1.4	i
COc1ccc(CN(CC2CCC(C(=O)O)CC2)C(=S)Nc2ccccc2C)cc1 (stereo not drawn)	-0.56	i
COc1cc(Cl)c(S(=O)(=O)N2CC(C)OC(C)C2)cc1Cl (stereo not drawn)	-1.6	i
C[n+]1ccn(CC(=O)c2cccs2)c1	2.4	i
CN1CCN(C(=O)c2cc(C(C)(C)C)cc(C(C)(C)C)c2)CC1	-0.49	i
O=C1COc2ccc(S(=O)(=O)N3CCC(C(=O)NCc4ccc(F)cc4)CC3)cc2N1	0.73	i
O=[N+]([O-])c1ccc(N2CCN(C(=S)c3cccc([N+](=O)[O-])c3)CC2)cc1	0.84	i
CCC(=O)Nc1nc2nc(-c3ccccc3)cc(-c3ccccc3)n2n1	0.3	i
Cc1ccc(CNc2nc(N)c([N+](=O)[O-])c(Nc3cccc(F)c3)n2)cc1	-0.02	i
Cc1nn(-c2nc3ccccc3[nH]2)c(=O)c2ccccc12	-0.49	i
O=S(=O)(NCC(c1cccnc1)N1CCN(Cc2ccccc2)CC1)c1cc(F)ccc1F (stereo not drawn)	-2.2	i
Cc1ccc(C(C)(C)C)cc1S(=O)(=O)Nc1cccc(S(=O)(=O)NC2=NCCC2)c1	-0.69	i
COc1ccc(OCCCCc2c(C)n[nH]c2C)cc1	-0.28	i
COc1ccc(NC(=O)COC(=O)c2ccc(NS(=O)(=O)/C=C/c3ccccc3)cc2)cc1	0.25	i
COc1ccc(/C=C2\SC(=O)N(CC(=O)NCCCn3ccnc3)C2=O)cc1	-0.24	i
CCOc1ccccc1NC(=O)N1CCC(NC(=O)c2cccc(C)c2)CC1	-0.91	i
O=C(NCCN1CCOCC1)c1cc(=O)[nH]c2ccc(Br)cc12	0.28	i
C=CCn1cccc(C(=O)Nc2ccc(N(C)C)cc2)c1=O	0.46	i
COC(=O)Nc1nnc(SCc2ccc(C)cc2)s1	0.15	i
CC(=O)Nc1ccc(S(=O)(=O)NC(=O)C23CC4CC(CC(C4)C2)C3)cc1	-0.66	i
COc1ccc(Cc2nc(C(=O)Nc3ccc(F)cc3)cs2)cc1	-0.01	i
Cc1cccc(C)c1OC(=O)Cc1ccccc1[N+](=O)[O-]	-0.15	i
Cc1ccc(Cl)cc1N1CCN(Cc2nnnn2C2CCCCC2)CC1	0.33	i
Cc1nc(SCC(=O)Nc2nc3ccccc3s2)n[nH]1	0.72	i
[N-]=[N+]=NC1CC(CO)OC1n1ccc(=O)[nH]c1=O (stereo not drawn)	1.9	i

Part of the list above, with each value named:
[N-]=[N+]=NC1CC(CO)OC1n1ccc(=O)[nH]c1=O (stereo not drawn)
  Kir21 block: 1.9
  KCNQ2 block: i

Cc1nc(SCC(=O)Nc2nc3ccccc3s2)n[nH]1
  Kir21 block: 0.72
  KCNQ2 block: i

O=C(NCCN1CCOCC1)c1cc(=O)[nH]c2ccc(Br)cc12
  Kir21 block: 0.28
  KCNQ2 block: i

Assay outcomes: PubChem, Johns Hopkins Ion Channel Center
